# Screening results: PubChem, National Center for Advancing Translational Sciences (NCATS)
# HepG2 tox: HepG2 cytotoxicity, counter-screen for TGF-b inhibitors | HepG2 CAGA-GFP viability, ATP luminescence, 18 h | Potency, µM (titrated, usually from 46.1 µM), for the others: top-dose activity change, negative = cytotoxicity, hits mostly cytotoxic | actives 0.76% (n = 410,000); further: potency means the concentration at half of the fitted maximal effect; some results filed as inactive show a strong effect at the top dose
#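 HepG2 CAGA-GFP cells (1000/well, DMEM with 1% FBS) received compound, then TGF-beta at 500 pg/mL final, and were incubated 18 hours at 37 degrees C. Viability was read by CellTiter-Glo luminescence. Media-only wells were set as complete cell-killing and DMSO as no toxicity.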
# MCF10A rerep: inducers of DNA re-replication in MCF 10A breast cells. MCF 10A DNA re-replication, Hoechst nuclear intensity, 48 h. Potency, µM (doses to about 46.1 µM), for inactives: at the top dose activity, positive = re-replication, usual class: activators. actives 2.9% (n = 350,000); further: potency means the concentration at half of the fitted maximal effect; % of control where 0% means no effect; nearly all actives have a fitted effect of over 50% in size
# HT1080 IDH1KD tx: toxicity to HT-1080 IDH1 knockdown cells (counter line); HT-1080 IDH1 knockdown viability, ATP luminescence, 48 h; Potency, µM (titrated, usually from 46.1 µM), without a hit: at the top dose activity, negative = toxicity, usual class: cytotoxic; actives 2% (n = 360,000);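 further: potency means the concentration at half of the fitted maximal effect; 0% = DMSO wells and -100% = cell-free medium wells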
#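 Knockdown cells (IDH1KD HT-1080) received compounds 2 h after plating at 750 cells/well and were kept 48 h at 37 °C in 5% FBS RPMI. A CellTiter-Glo luminescence read gave % activity for curve fitting.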
# S2 tox: viability counter-screen for ATXN expression inhibitors. S2 cells (HEK-293 line with an ATXN2-luciferase reporter) viability, CellTiter-Fluor protease fluorescence, 24 h. Potency, µM (doses to about 56.7 µM), hits mostly cytotoxic. actives 0.49% (n = 400,000); further: potency means the concentration at half of the fitted maximal effect; nearly all actives have a fitted effect of over 40% in size
# ATXN2 expr inh: reduces ATXN2 reporter expression in HEK-293 cells. HEK-293 ATXN2-luciferase reporter, luminescence, 24 h. Potency, µM (series often up to 57 µM), without a hit: at the top dose activity change, negative = inhibition, usual class: inhibitors. actives 0.72% (n = 360,000); further: potency means the concentration at half of the fitted maximal effect; on the % scale 0 is the no-effect control and ±100 the full control effect; nearly all actives have a fitted effect of over 55% in size
#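 qHTS (up to 57 uM final) was run with 24 h compound exposure of reporter cells at 37 °C. Each well was multiplexed: SteadyGlo luminescence measured ATXN2-luciferase expression after a fluorogenic Gly-Phe-AFC viability readout (25 uM final).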
# SW480 rereplic: induces DNA re-replication in SW480 colon adenocarcinoma cells; Potency, µM (highest dose often 46.1 µM), for the others: at the highest dose re-replication activation, usual class: activators; SW480 DNA re-replication, Hoechst DNA content imaging, 48 h; actives 1.8% (n = 340,000); AID 624297; further: potency means the concentration at half of the fitted maximal effect; % of control where 0% means no effect; nearly all actives have a fitted effect of over 55% in size
#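 Per well, 250 cells were exposed to pinned compound for 48 hr. Nuclear DNA was visualised with Hoechst (40 min, 37 C) and total object intensity recorded by fluorescence scanning.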
# IL-1B inflam inh: inhibitors of inflammasome signaling (IL-1 beta secretion); actives 4.7% (n = 360,000); THP-1 LPS/ATP IL-1B secretion, AlphaLISA, 16 h; hits give low values; activity change, % at 57.5 µM; AID 743279; in the data active means activity change below about -50%; inconclusive means mostly about -30% to -49%; further: on the % scale 0 is the no-effect control and ±100 the full control effect
#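 THP-1 cells pretreated 1 hr with compounds (up to 57.5 uM final), then stimulated with LPS (250 ng/mL final) plus ATP (1.25 mM final); secreted IL-1B measured by AlphaLISA after 16 hr, decreased signal indicating inhibition.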
# KB-3-1 tox: kills parental KB-3-1 adenocarcinoma cells. KB-3-1 viability, CellTiter-Glo ATP luminescence, 72 h. Potency, µM (highest dose often 46.1 µM), inactives show at the highest dose activity change, negative = cytotoxic, actives largely listed as cytotoxic. actives 1.4% (n = 400,000). AID 1347075; further: potency means the concentration at half of the fitted maximal effect; on the % scale 0 is the no-effect control and ±100 the full control effect; nearly all actives have a fitted effect of over 60% in size
#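 Cells are dispensed, compounds pinned in, plates held at 37 °C for 72 h, then CellTiter-Glo is added and luminescence read after 10 minutes. Cell line: parental KB-3-1 in phenol-red-free DMEM, 10% FBS.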
# HT1080-NT tox: kills 2HG-producing HT-1080-NT fibrosarcoma cells; actives 1.6% (n = 360,000); HT-1080-NT fibrosarcoma viability, CellTiter-Glo ATP luminescence, 48 h; Potency, µM (doses to about 46.1 µM), without a hit: at the highest dose activity, negative = less viability, actives largely listed as cytotoxic;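 further: NT is the 2HG producing partner of a matched IDH1 knockdown line; potency means the concentration at half of the fitted maximal effect; 0% = DMSO-treated cells and -100% = media-only wells without cells; nearly all actives have a fitted effect of over 55% in size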
#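 A 48-hour cytotoxicity screen used HT-1080-NT cells plated 2 hours before compound delivery. ATP-based CellTiter-Glo luminescence measured viability, normalized to DMSO and no-cell controls.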
# An asterisk follows results filed as active; i = inactive; ? = inconclusive; . = no result given; [ ] = remark or other dose. Unless noted, the call rests on the fitted dose curve; in most records, active means well fitted curve in the direction sought with a large enough effect; inconclusive means small, poorly fitted or top-dose-only effect, or another doubt; inactive means no such curve, though single readings can be large; an effect the other way counts as inactive or inconclusive.
SMILES,HepG2 tox,MCF10A rerep,HT1080 IDH1KD tx,S2 tox,ATXN2 expr inh,SW480 rereplic,IL-1B inflam inh,KB-3-1 tox,HT1080-NT tox
O=c1cc(CO)occ1OCc1c(F)cccc1Cl,-3.1%,7.5%,5.9%,i,-10.2%,-1.0%,-21.9,-2.8%,0.1%
C[C@@]12CCC3[C@@](CCC4[C@@]3(C)CCC[C@@]4(C)C(=O)N3CCOCC3)(CC1=O)C2 (some centres not stated),-26.8%,3.4%,-19.9%,i,-3.0%,-2.1%,26.1,2.2%,0.0%
COCCNc1nnc(SCC(=O)NNC(=O)c2ccc([N+](=O)[O-])cc2)s1,-0.9%,-1.8%,5.4%,i,-1.0%,-47.5%[inhibitor],12.1,7.9%,-1.0%
CCN1C(=O)C2C(C1=O)N1C(c3cccs3)C3C(=O)N(CC)C(=O)C3N1C2c1cccs1 (configuration not stated),9.6%,-3.3%,14.1%,?,3.6%,-6.8%,21.7,-5.1%,11.8%
COc1ccc(N2CCc3c(C)nc4c(OC)cc(OC)cc4c32)c(OC)c1,-24.5%,25.9µM*,?,?,?,?,-58.3*,?,?
Cc1cccc(C2c3[nH]c4ccccc4c3CCN2C(=O)c2cc(CC(C)C)nc(C)n2)n1 (configuration not stated),-16.0%,-12.4%,-10.4%,i,0.7%,-1.8%,11.1,0.4%,0.4%
CN(Cc1ccco1)c1ncnc2ccc(-c3ccc4c(c3)OCO4)cc12,-18.6%,24.9%,.,i,0.0%,-0.3%,.,0.0%,.
Cc1ccc(-c2nn(CC(=O)NC(C)c3ccccc3)c(=O)c3ccccc23)cc1 (configuration not stated),-1.9%,1.5%,-0.9%,i,-22.1%,6.8%,?,-3.1%,-6.6%
O=C(CC1CC2CCC1C2)N1CCN(S(=O)(=O)c2ccc(F)cc2)CC1 (configuration not stated),-9.2%,.,7.2%,i,.,.,37.0,7.9%,10.5%
CCN(CC(=O)Nc1ccccc1OC)C(=O)CCc1ccccc1,-12.3%,-18.5%,2.6%,i,-10.9%,-14.1%,1.4,24.9%,3.6%
CC(C)CC1(C(=O)O)NC(c2ccccc2O)C2C(=O)N(C(C)C)C(=O)C21 (configuration not stated),-58.7%,7.4%,0.6%,i,-12.8%,-1.3%,23.6,-7.1%,0.6%
CN1CCCN(S(=O)(=O)c2cccc(Cl)c2Cl)CC1,-2.3%,13.4%,-7.7%,i,2.3%,-19.4%,-4.3,-1.4%,-7.7%
CCOCCCN1CC(=O)N2[C@@H](Cc3c([nH]c4ccccc34)C2(C)C)C1=O,-15.0%,0.7%,-0.7%,i,-29.5%,-4.9%,24.6,-13.5%,0.0%
COc1ccc(-c2cc(-c3ccccc3)nc(SCC(=O)Nc3ccccc3F)c2C#N)cc1,-2.9%,.,.,i,16.7%,.,.,9.0%,.
COc1ccc2c(c1)C(C)=CC(C)(C)N2C(=O)C(C)N1C(=O)c2ccccc2C1=O (configuration not stated),-11.5%,?,-0.3%,i,0.1%,?,23.1,-0.1%,10.5%
CC(C)Oc1cccc(C(=O)N/N=C/c2ccoc2)c1,5.2%,-0.6%,3.1%,i,33.1%,-3.0%,10.0,6.7%,7.4%
CS(=O)(=O)NN1C(=O)c2ccccc2NC1c1ccccc1F (configuration not stated),10.1%,0.4%,-0.8%,i,-1.4%,-19.6%,6.8,-15.2%,-0.6%
O=C(CCS(=O)(=O)c1cc(Br)cc2c1N(C(=O)C1CC1)CC2)Nc1ccc(F)cc1,-7.8%,.,.,i,8.3%,.,.,1.3%,.
Cc1nc2nc(Cc3ccccc3)nn2c(C)c1Cl,4.1%,-0.8%,10.5%,i,-10.1%,2.4%,-11.7,0.2%,2.9%
COc1ccc(N=C(C)C2C(=O)c3ccccc3C2=O)cc1,-13.0%,.,17.9%,i,14.7%,.,-6.9,-5.7%,27.8%
O=C(COC(=O)c1ccccn1)NCCc1ccc(Cl)cc1,-2.3%,-0.6%,3.0%,i,2.7%,-10.3%,18.3,9.7%,0.0%
Cc1c(C(=O)N2CCCCC2)c(S(=O)(=O)N2CCc3ccccc32)c(C)n1C,-6.8%,4.7%,0.3%,i,20.3%,-42.5%[inhibitor],18.3,5.8%,18.1%
O=C(COc1ccccc1[N+](=O)[O-])OCCCOC(=O)COc1ccccc1[N+](=O)[O-],1.1%,0.7%,-2.1%,i,-16.6%,-4.0%,0.7,15.6%,1.9%
Cn1cnc2cc(OC(=O)c3ccccc3)ccc21,7.2%,-12.0%,9.7%,i,-5.6%,0.8%,5.3,-10.0%,-9.9%
OCC1(Cc2cccc(F)c2)CCN(Cc2ccc3cccc(F)c3n2)CC1,-36.6%,-2.7%,?,i,0.0%,1.4%,-71.6*,7.0%,?
O=C(CSc1ccc(-c2ccco2)nn1)NCCc1ccccc1,-32.0%,0.1%,-1.3%,i,6.1%,-37.3%[inhibitor][1.84 µM],-0.2,8.1%,-8.4%
Cc1cccc(OCCCC(=O)Nc2ccc(S(N)(=O)=O)cc2)c1,5.3%,-11.6%,8.5%,?,-20.0%[11.3 µM],-15.1%,4.7,4.1%,6.8%
Cc1cc(OCCN2CCCC2)ccc1[N+](=O)[O-],1.6%,?,9.0%,i,2.0%,-1.8%,1.9,4.1%,1.9%
COc1ccc2c(c1)c(CC(=O)OCC(=O)N(C)C)c(C)n2C(=O)c1ccc(Cl)cc1,-6.3%,?,-21.4%,i,-14.5%,7.0%,16.4,-13.4%,-24.8%
COc1cc(NC(=S)NCCc2ccccc2)c(OC)cc1NC(=O)C(C)C,-19.6%,-1.0%,2.4%,i,-17.9%,6.1%,-17.6,5.0%,-2.5%
O=C(Oc1ccc(Br)cc1C(=S)N1CCOCC1)c1ccc(F)cc1,8.6%,2.6%,-7.6%,i,-14.4%,-13.5%,4.4,?,-4.5%
COc1ccccc1NC(=O)NC1(C(=O)N2CCN(C)CC2)CCCCC1,6.5%,8.3%,-2.1%,i,15.7%,-20.6%,0.9,19.7%,0.9%
Cc1ccc(C(=O)Nc2ccccc2)cc1S(=O)(=O)Nc1ccc(Cl)cn1,0.1%,-5.5%,-12.7%,i,-32.9%,15.1%,37.7,-5.9%,-19.3%
NC(=O)CC1C(=O)N(c2ccc(Cl)cc2)C(=S)N1NC(=O)c1cccc(F)c1 (configuration not stated),0.2%,0.7%,2.2%,i,20.6%,5.6%,-18.8,-11.8%,20.4%
O=C(CN1C(=O)c2cccc3cccc1c23)Nc1ccccc1,4.4%,20.6µM*,?,.,-29.5%,?,24.2,21.3%,-13.8%
COc1ccc2oc(=O)c(C(=O)N3CCN(c4ccc(F)cc4)CC3)cc2c1,7.6%,0.3%,-2.3%,i,-3.1%,-7.1%,24.2,-0.1%,-2.8%
Cc1ccc(/C=C2\Oc3cc(OCC(=O)NN)ccc3C2=O)o1,-3.9%,9.7%,-22.4%,i,11.9%,-6.5%,-13.2,-1.3%,?
NC1=NC[C@H](c2ccccc2)N1CCc1cc(C(F)(F)F)cc(C(F)(F)F)c1,-110.3%,?,?,.,?,?,?,?,?
CC(C)CC(=O)Nc1cc2nn(-c3ccccc3)nc2cc1Cl,-44.2%,7.0%,-0.3%,i,47.5%[activator],5.9%,-9.1,-0.4%,-1.3%
CN(C)c1ncnc2c1ncn2[C@H]1CN(Cc2ccc(F)cc2)C[C@@H](CO)O1,-24.4%,.,29.2%,i,8.5%,.,13.7,0.0%,28.4%
COc1ccc(-c2cc(C(=O)NCC(c3ccccc3)N(C)C)c3ccccc3n2)cc1OC (configuration not stated),-28.1%,18.4µM*,?,?,1.2%,18.4µM*,?,-26.8%,?
O=C1NC(=O)C(=C2CCCCCC2)S1,-0.4%,2.0%,-8.1%,i,-5.2%,-0.7%,10.7,-9.4%,-1.5%
Cc1ccccc1C(=O)N1CCN(c2ccc(NC(=O)c3cccc(OC(C)C)c3)cc2)CC1,25.4%,2.2%,10.8%,i,-6.9%,-2.7%,-1.1,.,-0.1%
COc1ccc(NC(=O)/C(C#N)=C\c2ccc(OCc3ccc(C(=O)O)cc3)c(OC)c2)cc1,-40.8%,0.0%,11.1%,i,-3.9%,-6.3%,38.6,4.5%,7.7%
CCOC(=O)N1CCC(N2CCN(S(=O)(=O)c3ccc(C)cc3)CC2)CC1,-3.2%,2.4%,-2.1%,i,-7.0%,-12.7%,6.4,-12.9%,-5.7%

# Complete entries, looked up by structure. Order of screens: HepG2 tox, MCF10A rerep, HT1080 IDH1KD tx, S2 tox, ATXN2 expr inh, SW480 rereplic, IL-1B inflam inh, KB-3-1 tox, HT1080-NT tox
# Entry for `O=C1NC(=O)C(=C2CCCCCC2)S1` = -0.4%, 2.0%, -8.1%, i, -5.2%, -0.7%, 10.7, -9.4%, -1.5%
# Entry for `Cc1ccccc1C(=O)N1CCN(c2ccc(NC(=O)c3cccc(OC(C)C)c3)cc2)CC1` = 25.4%, 2.2%, 10.8%, i, -6.9%, -2.7%, -1.1, ., -0.1%
# Entry for `COc1ccc(NC(=O)/C(C#N)=C\c2ccc(OCc3ccc(C(=O)O)cc3)c(OC)c2)cc1` = -40.8%, 0.0%, 11.1%, i, -3.9%, -6.3%, 38.6, 4.5%, 7.7%
# Entry for `CCOC(=O)N1CCC(N2CCN(S(=O)(=O)c3ccc(C)cc3)CC2)CC1` = -3.2%, 2.4%, -2.1%, i, -7.0%, -12.7%, 6.4, -12.9%, -5.7%
# Entry for `COc1ccc(-c2cc(C(=O)NCC(c3ccccc3)N(C)C)c3ccccc3n2)cc1OC` (configuration not stated) = -28.1%, 18.4µM*, ?, ?, 1.2%, 18.4µM*, ?, -26.8%, ?
